Screening data: PubChem BioAssay, The Scripps Research Institute Molecular Screening Center
TAAR1 agonist – human TAAR1 agonism | CHO RD-HGA16 TAAR1, Fluo-8 calcium fluorescence; vehicle wells 0%, saturating PEA agonist 100% | activation, % at 3 µM | 0.99% of 360,000 active | AID 624467;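 active = activation above the mean activation of all test compounds in the run plus 3 SD, cut at about 38% in these data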
Target sequence (Q96RJ0 whole entry, looked up): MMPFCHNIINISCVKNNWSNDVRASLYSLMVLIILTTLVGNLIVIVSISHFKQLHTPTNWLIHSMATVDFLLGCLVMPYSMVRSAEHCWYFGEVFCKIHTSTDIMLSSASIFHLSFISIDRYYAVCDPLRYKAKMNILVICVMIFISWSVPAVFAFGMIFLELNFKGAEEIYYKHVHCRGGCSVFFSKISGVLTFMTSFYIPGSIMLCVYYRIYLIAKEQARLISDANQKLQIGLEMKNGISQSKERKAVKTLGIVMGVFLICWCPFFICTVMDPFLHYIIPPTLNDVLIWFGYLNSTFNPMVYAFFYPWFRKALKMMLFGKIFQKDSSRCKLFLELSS
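Test system: RD-HGA16 (CHO) cells co-expressing Gα16 and hTAAR1 / Benchmarks: DMSO vehicle as 0%, PEA at EC100 as 100% / Repeats: no replicates (n 1) / Measure: % activation from peak over basal fluorescence ratio, DMSO-to-PEA scaled / Timing: 17-24 h plating, Fluo-8 75 min 37 °C, 30 min RT / Technique: kinetic Fluo-8 calcium fluorescence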
TAAR1 antagonist – human TAAR1 antagonism | inhibition, % at 3 µM | 1.5% of 360,000 active | AID 624466 | Q96RJ0 | CHO RD-HGA16 TAAR1, Fluo-8 calcium fluorescence, antagonist;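 active = inhibition above a per-plate cutoff, the mean inhibition of test compounds on that plate plus 3 SD, cut at about 49% in these data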;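 note: 0% = DMSO plus EC80 beta-PEA response and 100% = DMSO alone without agonist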
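Assay system: CHO-derived RD-HGA16 cells stably expressing human TAAR1 plus Gα16. Timing: 140 s kinetic read after compound, 140 s after agonist. Technique: kinetic Fluo-8 calcium fluorescence measurement. Measure: % inhibition of agonist calcium response.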
* hit, by the source's call. This is a subset, so the mix of outcomes need not match the whole.

A first look, five compounds:
TAAR1 agonist,TAAR1 antagonist,SMILES
6,-16,CO[C@H]1CN(C)C(=O)c2cc(NC(=O)C3CCOCC3)ccc2OC[C@H](C)N(Cc2nccs2)C[C@H]1C
50*,76*,CC(C)[C@H](NC(=O)c1ccc(Cl)cc1Cl)C(=O)N1CCC[C@H]1C(=O)NCCc1ccccc1Cl
8,-15,O=C(Nc1ccc2c(c1)OCCO2)C1C(c2ccccc2)=Nc2ccccc2N1C(=O)c1cccnc1 (configuration not stated)
1,-11,COC(=O)C1=CN(c2cccc(OCc3ccccc3)c2)C(N)=C(C#N)C1c1cccc(F)c1 (configuration not stated)
5,-25,Cc1cc(Br)c2c(c1)[C@](O)(c1cn(C)c3ccccc13)C(=O)N2C

The whole of this part, from the first entry:
TAAR1 agonist,TAAR1 antagonist,SMILES
6,-16,CO[C@H]1CN(C)C(=O)c2cc(NC(=O)C3CCOCC3)ccc2OC[C@H](C)N(Cc2nccs2)C[C@H]1C
50*,76*,CC(C)[C@H](NC(=O)c1ccc(Cl)cc1Cl)C(=O)N1CCC[C@H]1C(=O)NCCc1ccccc1Cl
8,-15,O=C(Nc1ccc2c(c1)OCCO2)C1C(c2ccccc2)=Nc2ccccc2N1C(=O)c1cccnc1 (configuration not stated)
1,-11,COC(=O)C1=CN(c2cccc(OCc3ccccc3)c2)C(N)=C(C#N)C1c1cccc(F)c1 (configuration not stated)
5,-25,Cc1cc(Br)c2c(c1)[C@](O)(c1cn(C)c3ccccc13)C(=O)N2C
11,-6,CCc1c(-c2ccccc2)ncn1CCc1ccccc1OC
13,-31,O=C(/C=C1\OCc2ccccc21)OCc1ccccc1
2,-14,CC(C)CNC(=O)C1C(=O)Nc2ccccc2C(=O)N1C1CCCCC1 (configuration not stated)
8,-16,CCC(C(=O)NC1CCCC1)n1c(-c2ccnc3ccccc23)nc2ccccc21 (configuration not stated)
-1,-34,COC(=O)c1cc2c(c3c4cc(F)ccc4n(S(=O)(=O)c4ccc(C)cc4)c13)C(=O)N(Cc1ccccc1)C2
12,4,Cc1cccc(C)c1NC(=O)C1(C)CN(S(C)(=O)=O)CC(=O)N1CCc1ccccc1F (configuration not stated)
-2,-33,C[C@@H]1C=CCCO[C@]12C(=O)N(Cc1ccccc1C(F)(F)F)c1cccc(Br)c12
0,-22,COc1ccc(CNC(=O)N(C)C[C@@H]2OCc3ccccc3-c3c(n(C)c4ccccc34)C(=O)N([C@@H](C)CO)C[C@@H]2C)cc1
2,9,COC(=O)C[C@H]1CC[C@@H](NC(=O)Nc2ccc(C(F)(F)F)cc2)[C@@H](CO)O1
0,-4,Cc1ccc2nc(-c3ccc(F)cc3)c(Cc3ccsc3)n2c1
0,-17,COC(=O)C[C@H]1CC[C@@H](NC(=O)Nc2c(C)noc2C)[C@@H](CO)O1
48*,48,O=C(N[C@@H](Cc1cccnc1)C(=O)N1CCC[C@H]1C(=O)NCCc1ccccc1Cl)c1cccs1
0,1,COC(=O)[C@]12C[C@H](CC(=O)NCCCN3CCCC3=O)C(=O)N(Cc3ccccc3)C1=C[C@H](C1CCCC1)O[C@@H]2C
2,-45,C#CCNC(=O)C[C@@H]1C[C@@]2(C(=O)OC)CC(C)(C)CC=C2N(CCCCCCCC)C1=O
6,17,O=C(Nc1ccc(F)cc1)C(CCc1ccccc1)N1CCN(C(=O)c2ccco2)CC1 (configuration not stated)
2,1,O=C(NCc1ccccc1)C1C(c2ccccc2)=Nc2ccccc2N1C(=O)c1ccncc1 (configuration not stated)
10,-21,Cc1ccc(OCc2nnc(NC(=O)Cc3cccs3)s2)cc1
2,-8,C#CCNC(=O)C[C@@H]1C[C@@]2(C(=O)OC)CC(C)(C)CC=C2N(CCc2ccc(OC)c(OC)c2)C1=O
-3,-22,CCCCCCCCN1C(=O)[C@H](CC(=O)N2CCN(C(=O)OCC)CC2)C[C@@]2(C(=O)OC)CC(C)(C)CC=C12
0,5,O=C(N[C@@H](Cc1cccnc1)C(=O)N1CCC[C@H]1C(=O)NC1CCCC1)c1ccccc1
14,13,COC(=O)c1c(NC(=O)CN2CCN(c3ccccc3OC)CC2)c2c(C)cccc2n1C
2,-20,COCc1cc(N2CCNC[C@@H]2C)ccc1N1CCS(=O)(=O)CC1
2,-8,Cc1ccccc1C(=O)N1CCN(C(=O)C(=O)c2cccc(C(F)(F)F)c2)CC1
-1,-30,COc1ccc(CCC(=O)N2c3ccccc3N=C(c3ccc(C(F)(F)F)cc3)C2C(=O)NC(C)C)cc1 (configuration not stated)
5,-30,COCCN1Cc2cc(C(=O)OC)c3c(c2C1=O)c1cc(F)ccc1n3S(=O)(=O)c1cccc(C)c1

A few values from the results shown:
Cc1cc(Br)c2c(c1)[C@](O)(c1cn(C)c3ccccc13)C(=O)N2C @ TAAR1 antagonist: -25
COC(=O)C[C@H]1CC[C@@H](NC(=O)Nc2ccc(C(F)(F)F)cc2)[C@@H](CO)O1 @ TAAR1 antagonist: 9

(next part)
TAAR1 agonist,TAAR1 antagonist,SMILES
0,-14,CC(C)(C)NC(=O)C(c1cccc2ccccc12)n1c(=O)c(-c2ccco2)nc2ccccc21 (configuration not stated)
4,-14,O=C(C(=O)N1CCN(c2ccncc2)CC1)c1cccc(Br)c1
0,-3,COC(=O)c1cc2c(c3c4cc(F)ccc4n(S(=O)(=O)c4ccccc4)c13)C(=O)N(Cc1ccc(N(C)C)cc1)C2
2,-25,CN1CCN(C(=O)C[C@H]2CC[C@H]3[C@@H](COC[C@@H](O)CN3Cc3cccc(F)c3)O2)CC1
8,-10,Cn1c(=O)oc2ccc(S(=O)(=O)Nc3ccc(Cl)cc3[N+](=O)[O-])cc21
2,-6,CCc1c(-c2cccc(Cl)c2)ncn1Cc1cccc(-c2ccccc2)c1
0,4,CC(C)(C)c1ccc(S(=O)(=O)NCC2CCN(C(=O)C(=O)c3cc4ccccc4o3)CC2)cc1
1,-20,CCOC(=O)C1=C(C(=O)OCC)C2N(Cc3ccc(C#N)cc3)c3ccccc3[C@@]23C[C@@H](C(=O)OC)N(S(=O)(=O)c2ccc(OC)cc2)C3=N1 (some centres not stated)
2,-17,Cc1ccccc1-c1ccc2c(c1)[C@@H]1C[C@H]3[C@@H](CN1CC2)[C@H](C)OC(C1CCCCC1)N3C (some centres not stated)
2,-22,NC(=O)c1ncn([C@@H]2O[C@H](C(=O)N3CCCN(Cc4ccccc4F)CC3)[C@@H](O)[C@H]2O)n1
-1,-6,Cc1cccc(C)c1NC(=O)C(C1CC1)n1c(=O)c(-c2ccco2)nc2ccccc21 (configuration not stated)
3,-11,O=C(C[C@H]1CC[C@@H](NC(=O)Nc2ccc3c(c2)OCO3)[C@@H](CO)O1)NCc1ccccc1
3,1,COc1ccc(CCn2cnn3c(=O)c4ccccc4nc3c2=O)cc1OC
0,-8,COc1ccc(C2=Nc3ccccc3N(C(=O)c3ccc(C(F)(F)F)cc3)C2C(=O)Nc2ccc3c(c2)OCCO3)cc1 (configuration not stated)
-2,34,C[C@@H]1C=CCCO[C@]12C(=O)N(Cc1ccc(F)cc1)c1cccc(Br)c12
-2,-44,COC(=O)[C@@]12C[C@@H](CC(=O)NCc3cccc(C(F)(F)F)c3)C(=O)N(Cc3ccco3)C1=CCC(C)(C)C2
-1,-17,Nc1nc2c(C(=O)N3CCCC3)nnn2c2ccccc12
50*,0,COc1cc2c(c(OC)c1OC)C1(CCCCC1)CC2NCC=C(C)C (configuration not stated)
71*,78*,COc1cccc(C(=O)N[C@H](C(=O)N2CCC[C@H]2C(=O)NCCc2ccccc2Cl)C(C)C)c1
-1,-12,COC(=O)[C@]12C[C@H](CC(=O)NCc3ccccc3)C(=O)N(Cc3ccccc3)C1=C[C@H](C1CCCC1)O[C@@H]2C
0,0,CCN=C1NC(c2ccccc2C(F)(F)F)C(C(=O)OC)=C(C)N1C (configuration not stated)
7,22,COC(=O)[C@]12CCCCC=C1N(CCc1ccc(OC)c(OC)c1)C(=O)[C@H](CC(=O)NCc1ccccc1)C2
3,8,O=C(C(=O)N1CCN(S(=O)(=O)c2cccc3ccccc23)CC1)c1cccc(C(F)(F)F)c1
-2,-22,COCc1[nH]nc2c1C(c1ccc(Br)cc1)N(Cc1ccccc1)C2=O (configuration not stated)
-1,-3,O=C(N[C@H](C(=O)N1CCC[C@H]1C(=O)NCc1ccccc1)c1ccccc1)c1ccc(Cl)c(Cl)c1
-1,-8,C[C@@H]1CN(C(=O)OC(C)(C)C)CCN1c1ccc(N2CCN(Cc3ccccc3)[C@@H](C)C2)c(C#N)c1
0,6,COC(=O)[C@]12C[C@H](CC(=O)NCc3ccccc3)C(=O)N(Cc3ccc4c(c3)OCO4)C1=C[C@H](COCc1ccccc1)O[C@@H]2C
53*,66*,COc1ccccc1CCn1cnc(-c2ccc(Cl)cc2)c1CC(C)C
2,1,CC1=CC(C)(C)N2C(=O)C3(C(C#N)=C(N)OC4=C3C(=O)CC(C)(C)C4)c3cccc1c32 (configuration not stated)
0,-41,COc1ccc(-c2ccc3c(n2)CCCN3S(=O)(=O)c2ccc(C(F)(F)F)cc2)cc1
0,18,COC(=O)C1=C(C)N(Cc2ccc(Br)cc2)C(=S)NC1c1cccc(Br)c1 (configuration not stated)
3,-11,C[C@@H]1CN(S(=O)(=O)C(C)(C)C)[C@@H](CCO)/C1=C\CCO
4,-9,OC(CCl)CCl
3,36,COC(=O)C1=C(C)N(Cc2ccc(Br)cc2)C(=S)NC1c1cccc(F)c1 (configuration not stated)
1,-7,COC(=O)C[C@H]1C=C[C@H](NC(=O)Nc2ccccc2OC)[C@@H](CO)O1
1,17,CCOC(=O)C1=CCN(S(=O)(=O)c2cccc(Cl)c2)C1c1ccc(Cl)c(Cl)c1 (configuration not stated)
1,6,CCCCc1c(-c2ccccc2OC)ncn1Cc1c(F)cccc1F
3,-14,CN1CCCCC(NC(=O)C(C)(C)C)C1=O (configuration not stated)
-2,-5,COc1ccc(C2=CN(Cc3ccccc3)C(c3ccc(OC)cc3)CC2=O)cc1 (configuration not stated)
0,0,C[C@@H]1COc2cccc(NC3CC3)c2S(=O)(=O)N1
1,-10,C=CC[C@]1(c2ccccc2)C(=O)N2C[C@H]3CON(C)[C@H]3C[C@H]2c2ccccc21
2,-5,O=[N+]([O-])c1ccc(COc2cccc(CO)c2)cc1
7,-24,CNC[C@@H]1OCc2ccccc2-c2c(n(C)c3ccccc23)C(=O)N([C@@H](C)CO)C[C@@H]1C
2,12,CC1(C(=O)NCc2ccccc2)CSCC(=O)N1CCc1c[nH]c2ccccc12 (configuration not stated)
1,-5,COCCN1CCCc2nc(-c3ccc(F)cc3)ccc21
6,-13,O=C(N[C@@H]1CC[C@H](CCn2cc(-c3ccccn3)nn2)O[C@@H]1CO)c1ccncc1
0,-16,COc1ccc(N2C(=O)c3n[nH]c(C)c3C2c2ccccc2)cc1 (configuration not stated)
3,1,CC1=CC(=C2C=CC(=O)C=C2)C=C(C)N1C
1,-19,CCN1C(=O)N[C@H]2C[C@H](C(=O)N3CCCC3)[C@H](C)[C@H](c3ccccc3)C[C@H]21
0,-32,CC(C)C[C@H](NC(=O)C1CCCC1)C(=O)N1CCC[C@H]1C(=O)NCc1ccccc1
0,-21,CCCCCCCCN1C(=O)[C@@H](CC(=O)NCC2CCCCC2)C[C@@]2(C(=O)OC)C1=C[C@H](C1CCCC1)O[C@@H]2C
1,-1,CCN(CC)CCCN1C(=O)C(=O)/C(=C(/O)c2ccc3c(c2)OCCO3)C1c1ccc(C)o1 (configuration not stated)
0,-4,C[C@@H]1COc2cccc(N3CCCCC3)c2S(=O)(=O)N1
3,-27,O=C(Nc1c(-c2ccccc2)[nH][nH]c1=O)c1ccccc1
2,-14,CC(C)c1[nH]nc2c1C(c1ccccc1)N(c1ccccc1)C2=O (configuration not stated)
17,20,CCN(CC)c1ccc2nc3c4ccccc4c(=O)cc-3oc2c1
1,-13,O=C(NCc1ccccc1)C(c1ccco1)N1CCN(CCN2CCOCC2)CC1 (configuration not stated)
3,-4,COC(=O)C[C@@H]1C=C[C@@H](NC(=O)Nc2cccc(F)c2)[C@@H](CO)O1
9,-30,NC1=NC2(CS1)CSC(N)=N2
-3,-16,O=C(N[C@H](C(=O)N1CCC[C@H]1C(=O)NC1CCCC1)C1CCCCC1)c1ccc(Cl)c(Cl)c1

Other structures.
TAAR1 agonist,TAAR1 antagonist,SMILES
2,-14,CCCCCCCCN1C(=O)[C@@H](CC(=O)NCC23CC4CC(CC(C4)C2)C3)C[C@@]2(C(=O)OC)C1=C[C@H](C1CCCC1)O[C@@H]2C
-2,-47,COCCN1Cc2cc(C(=O)OC)c3c(c2C1=O)c1cc(F)ccc1n3S(=O)(=O)c1ccc(C)cc1
15,2,C[C@@H]1CN([C@@H](C)CO)S(=O)(=O)c2ccc(Br)cc2O[C@@H]1CN(C)S(=O)(=O)c1ccc(F)cc1
0,-11,COc1cccc(CNC(=O)[C@H]2CCCN2C(=O)[C@H]2CCCN2C(=O)c2cccs2)c1
1,-24,O=C(NCc1ccccc1)C(c1ccc(-c2ccccc2)cc1)n1c(=O)c(-c2ccco2)nc2ccccc21 (configuration not stated)
